Source: PubChem
T cell modulator – modulates CD8 T cell binding to vesicles; 2C CD8+ T cell-vesicle binding, flow cytometry; active compounds read low; calls only at 7 µM; 330,000 tested, 0.068% active; AID 2052;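 active = response, share of CD8 T cells binding vesicles, and their 90th percentile fluorescence all below set limits, cut at about 80% in these data, passing the limit was not always enough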
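incubation = binding step 1.5 h, 37 °C, antibody labelling 20 min, ice | test system = 2C mouse CD8+ T cells | read-out basis = percent CD8+ FL2 mean versus row control | controls = Peptide-free naked vesicles (low) and QL9 vesicles with 0.7% DMSO vehicle (high) | detection = flow cytometry of vesicle-bound cells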
b-catenin transl – modulators of beta-catenin nuclear translocation; 190,000 tested, 0.3% active; nuclear translocation activity, % at 5 µM; HeLa beta-catenin nuclear translocation, immunofluorescence imaging; AID 1665;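 active = nuclear translocation activity above 50% at 5 µM, with a well cell count of 50 or more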;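 note: per-cell ratio of nuclear to cytoplasmic median beta-catenin stain intensity; plate controls were DMSO negative control for no effect and GSK-3 inhibitor IX positive control for full effect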
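test system = HeLa cells, endogenous beta-catenin | dosing = single 5 µM dose plus 0.02–20 µM confirmation series | times = compound treatment 24 h, 37°C, 5% CO2 | technique = beta-catenin immunofluorescence imaging with DAPI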
b-catenin transl cell count 5 µM – further read-out of b-catenin transl, marked with its call; cell count; measured here: cell count, cytotoxicity flag
T cell modulator vesicle-bound % – further read-out of T cell modulator, marked with its call; double positive events, %; measured here: CD8+ vesicle-bound cell fraction;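 binding gate set so that unloaded-vesicle control wells show 10% double positive cells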
* = called active by the depositor; i = inactive; nt = not tested or not shown; & = joins results of further samples. The list is partial; the hit share may differ from the screen's.

SMILES | T cell modulator | T cell modulator vesicle-bound % | b-catenin transl | others
COC(=O)c1cc(COc2cc(C)cc3oc(=O)c4c(c23)CCC4)c(C)o1 | nt | nt | -1.0 | b-catenin transl cell count 5 µM=976
CC1CCN(C(=O)COC(=O)c2cn(C)c3ccccc23)CC1 | i | 36 | nt
O=[N+]([O-])c1ccc(CNCCc2ccccc2)cc1 | i | 57 | nt
CCC1(c2ccccc2)C(=O)NC(=O)NC1=O | i | 7 | nt
CCN(C(=O)COC(=O)c1cc(C)n(C2CC2)c1C)c1ccccc1 | i | 29 | nt
Cc1c(CC(=O)N2C[C@H]3C[C@@H](C2)c2cccc(=O)n2C3)c(=O)oc2c(C)c(O)ccc12 | i | 36 | nt
Cc1cccc(NC(=O)CN2CCN(C(=O)COc3cccc(Br)c3)CC2)c1C | i | 44 | nt
CN(C)C(=O)Oc1cc(OC(=O)N(C)C)cc(C(O)CNC(C)(C)C)c1 (centres undefined) | i | 19&23 | nt
C/C(=N\NC(=O)c1ccccc1O)c1c(O)n(C2CCCCC2)c(=O)[nH]c1=O | i | 48 | nt
Cc1cc(OC(C)C(=O)NCC(O)c2ccccc2)c2c3c(c(=O)oc2c1)CCCC3 (centres undefined) | i | 29 | nt
COc1ccccc1C1CC2CCC(C1OC(C)=O)N2Cc1ccccc1 (centres undefined) | i | 57 | nt
Cc1c2cnn(CC(=O)N3CCC4(CC3)OCCO4)c(=O)c2c(C)n1Cc1cccc(Cl)c1 | i | 5 | nt
CN(C)[C@@H]1C(=O)C(C(N)=O)=C(O)[C@@]2(O)C(=O)C3=C(O)c4c(O)cccc4[C@@](C)(O)C3[C@H](O)C12 (some centres undefined) | i | 24&11 | nt
CCn1c(C)c(C(=O)Nc2ccc(OC)cc2)c2cc(OC)ccc21 | i | 35 | nt
Cc1cc(/C=C2\C(=O)NC(=O)N(c3ccc(Cl)cc3)C2=O)c(C)n1-c1cccc(C(=O)O)c1 | i | 21 | nt
Cc1ccc(Oc2cc(NN3CCCCC3)c([N+](=O)[O-])cc2[N+](=O)[O-])c([N+](=O)[O-])c1 | i | 49 | nt
COC(=O)C1=C(c2ccc(-c3ccccc3)c(F)c2)C[C@@H]2CC[C@H]1N2C(=O)N1CCC(C)CC1 | i | 41 | nt
CC1CCC2C(C)C(=O)OC3OC4(C)CCC1C32OO4 (centres undefined) | i | 35 | nt
COc1ccccc1N1C(=O)CC(=O)NC1=O | i | 32 | nt
CCOc1cc(C)cc2oc(=O)c3c(c12)CCCC3 | i | 30 | nt
CN1CC[C@]23c4c5ccc(OC6OC(C(=O)O)[C@@H](O)C(O)[C@H]6O)c4OC2C(O)C=CC3[C@H]1C5 (some centres undefined) | i | 13 | nt
CCCCNC(C)Cc1ccccc1 (centres undefined) | i | 2 | nt
COC(=O)C1=C(c2ccc(OC)c(OC)c2)C[C@@H]2CC[C@H]1N2C(=O)NCc1ccc(F)cc1 | i | 32 | nt
O=C(Nc1ccc(Br)cc1)N1C[C@H]2C[C@@H](C1)c1cccc(=O)n1C2 | i | 30 | nt
N#Cc1ccc(NC(=O)CN2C(=O)NC3(CCCCCCC3)C2=O)cc1Cl | i | 14 | nt

Additional entries
SMILES | T cell modulator | T cell modulator vesicle-bound % | b-catenin transl | others
Nc1ncc([N+](=O)[O-])s1 | i | 28 | nt
COC(=O)C1=C(c2ccc(F)cc2OCc2ccccc2)C[C@@H]2CC[C@H]1N2C(=O)NCCCOC(C)C | i | 21 | nt
Cn1c(O)c(Cc2cccc(Cl)c2Cl)c(=O)n(C)c1=O | i | 21 | nt
Cc1cccc(-n2c(/C=C/c3ccccn3)nc3ccccc3c2=O)c1 | i | 55 | nt
CN(C)CCN(C(=O)COc1ccc(Cl)cc1)c1nc2cc3c(cc2s1)OCO3 | i | 14 | nt
Cc1cccc(C(=O)Nc2ccc3c(c2)CC2(C(=O)N(C)C(=O)N(C)C2=O)C2CCCN32)c1 (centres undefined) | i | 9 | nt
N#CCCCCC#N | i | 20 | nt
CCCCCC[N+](=O)[O-] | i | 35 | nt
CN1CC[C@]23c4c5ccc(O)c4OC2C(O)C=CC3[C@H]1C5 (some centres undefined) | i | 8 | nt
CCC(C)(C)c1ccc(O)cc1 | i | 22 | nt
CCN1C[C@]2(C)CC[C@H](OC)[C@]34C2[C@H](OC(C)=O)[C@@]2(OCO[C@@]25C[C@H](OC)[C@H]2C[C@]3(O)C5[C@H]2OC)[C@@H]14 | i | 54 | nt
CC(c1ccccc1)[n+]1ccccc1 (centres undefined) | i | 29 | nt
COCCO[C@H]1CCC2C3CC=C4C[C@@H](O)CC[C@]4(C)C3CC[C@@]21C (some centres undefined) | i | 30 | nt
CCCCCCn1c(=O)c(C(=O)Nc2ncccc2C)c(O)c2ccccc21 | i | 63 | nt
CCN1C(=O)C(=Cc2c(C)n(CC(=O)NCC3CCCO3)c3ccccc23)C(=O)N(CC)C1=S (centres undefined) | i | 19 | nt
OC(CN1CCOCC1)c1csc2ccccc12 (centres undefined) | i | 51 | nt
COc1ccc(Oc2c(C)oc3cc(OC(=O)N(C)C)ccc3c2=O)cc1 | i | 24 | nt
C[C@]12CC[C@H](O)CC1=CCC1C2CC[C@]2(C)C(=O)[C@H](Br)CC12 (some centres undefined) | i | 51 | nt
O=NN1CCCCC1 | i | 31 | nt
COC(=O)C1=C(c2ccc(-c3ccccc3)c(F)c2)C[C@@H]2CC[C@H]1N2C(=O)NCc1ccc(F)cc1 | i | 35 | nt
Cc1cccc(N2CCN(Cc3ccc4c(c3)OCO4)CC2)c1C | i | 66 | nt
O=C(c1ccccc1F)N1C[C@H]2C[C@@H](C1)c1cccc(=O)n1C2 | i | 1 | nt
O=C(Nc1ccc(F)c([N+](=O)[O-])c1)N1C[C@H]2C[C@@H](C1)c1cccc(=O)n1C2 | i | 61 | nt
O=c1cc(CN2CCNCC2)nc2sccn12 | i | 42 | nt
Cc1cc(OCC(=O)N[C@H](C(=O)O)c2ccccc2)c2c3c(c(=O)oc2c1)CCC3 | i | 32 | nt

Structures above containing a nitro group on carbon, in the order listed:
SMILES | T cell modulator | T cell modulator vesicle-bound % | b-catenin transl | others
O=[N+]([O-])c1ccc(CNCCc2ccccc2)cc1 | i | 57 | nt
Cc1ccc(Oc2cc(NN3CCCCC3)c([N+](=O)[O-])cc2[N+](=O)[O-])c([N+](=O)[O-])c1 | i | 49 | nt
Nc1ncc([N+](=O)[O-])s1 | i | 28 | nt
CCCCCC[N+](=O)[O-] | i | 35 | nt
O=C(Nc1ccc(F)c([N+](=O)[O-])c1)N1C[C@H]2C[C@@H](C1)c1cccc(=O)n1C2 | i | 61 | nt

(continued)
SMILES | T cell modulator | T cell modulator vesicle-bound % | b-catenin transl | others
COC(=O)C1=C(c2ccc(F)cc2OCc2ccccc2)C[C@@H]2CC[C@H]1N2C(=O)NCc1ccccc1C(F)(F)F | i | 56 | nt
CCC(Oc1cc(Cl)ccc1Cl)C(=O)N1CCC2(CC1)OCCO2 (centres undefined) | i | 18 | nt
COc1ccc(C(=O)OC2C[C@H]3CC[C@@H](C2)N3O)cc1OC (some centres undefined) | i | 21 | nt
CC(=O)c1cn(CC(=O)NCCc2c[nH]c3ccccc23)c2ccccc12 | i | 35 | nt
Cc1cc(=O)oc2c(C)c(OCC(=O)N3C[C@H]4C[C@@H](C3)c3cccc(=O)n3C4)ccc12 | i | 59 | nt
CCOc1cc2c(cc1OCC)-n1cccc1C(c1ccc(OC)cc1)NC2 (centres undefined) | i | 63 | nt
CN(C)C(=O)Oc1ccc(NC(=O)N2CCOCC2)cc1 | i | 58 | nt
NCCc1c(Cc2ccccc2)[nH]c2ccccc12 | i | 12 | nt
COC(=O)C1=C(c2ccc(F)cc2F)C[C@@H]2CC[C@H]1N2C(=O)N1CCCCC1 | i | 54 | nt
N[C@@H](Cc1ccc(N(CCCl)CCCl)cc1)C(=O)O | i | 21 | nt
O=C(CCc1nnc2ccc(NCc3ccccc3)nn12)N1CCC2(CC1)OCCO2 | i | 49 | nt
COc1ccccc1-n1c(O)c(/C=C2\C=Nc3ccccc32)c(=O)[nH]c1=O | i | 39 | nt
C[C@]12CC[C@H](O)C[C@H]1CC[C@@H]1C2CC[C@]2(C)[C@@H](C3=CC(=O)OC3)[C@@H](O)C[C@]12O (some centres undefined) | i | 44 | nt
COC(=O)C1=C(c2ccc(Cl)c(C(F)(F)F)c2)C[C@@H]2CC[C@H]1N2C(=O)NCCNC(C)=O | i | 43 | nt
O=C(c1ccc(F)cc1)N1CCC2(CC1)OCCO2 | i | 42 | nt
CN[C@@H](C)[C@@H](O)c1ccccc1 | i | 54 | nt
CC(=O)c1cn(Cc2ccc(F)cc2)c2ccccc12 | i | 29 | nt
C=CCN1C(=O)/C(=C/c2ccc(Br)s2)C(=O)NC1=S | i | 14 | nt
CCN(CC)C(=O)Oc1ccc(NC(=O)N2CCOCC2)cc1 | i | 44 | nt
CC(=O)[C@H]1CCC2C3CC[C@H]4C[C@@H](O)CC[C@]4(C)C3CC[C@@]21C (some centres undefined) | i | 44 | nt
COC(=O)C1=C(c2ccc(OC)c(OC)c2)C[C@@H]2CC[C@H]1N2C(=O)N1CCCC1 | i | 37 | nt
CCOP(=O)(Oc1ccccc1)c1c([N+](=O)[O-])cc(C(F)(F)F)cc1[N+](=O)[O-] (centres undefined) | i | 20 | nt
CCOc1ccccc1N1C(=O)CC(=O)NC1=O | i | 31 | nt
CCOc1cc2c(cc1OCC)-n1cccc1C(c1ccc(F)cc1)NC2 (centres undefined) | i | 44 | nt
CCOc1ccc(C(C)=O)cc1Cc1c(O)[nH]c(=S)[nH]c1=O | i | 39 | nt

Arranged by molecular weight (ascending): some entries from above
SMILES | T cell modulator | T cell modulator vesicle-bound % | b-catenin transl | others
CC(=O)c1cn(Cc2ccc(F)cc2)c2ccccc12 | i | 29 | nt
CN(C)C(=O)Oc1ccc(NC(=O)N2CCOCC2)cc1 | i | 58 | nt
COc1ccc(C(=O)OC2C[C@H]3CC[C@@H](C2)N3O)cc1OC (some centres undefined) | i | 21 | nt
CCOc1ccc(C(C)=O)cc1Cc1c(O)[nH]c(=S)[nH]c1=O | i | 39 | nt
COC(=O)C1=C(c2ccc(OC)c(OC)c2)C[C@@H]2CC[C@H]1N2C(=O)N1CCCC1 | i | 37 | nt

Entries from the list above containing a cyano group (two):
SMILES | T cell modulator | T cell modulator vesicle-bound % | b-catenin transl | others
N#Cc1ccc(NC(=O)CN2C(=O)NC3(CCCCCCC3)C2=O)cc1Cl | i | 14 | nt
N#CCCCCC#N | i | 20 | nt

(further entries)
SMILES | T cell modulator | T cell modulator vesicle-bound % | b-catenin transl | others
CN1CCCN(C(=O)COc2ccc(Br)cc2)CC1 | i | 13 | nt
O=C1CC(=O)N(c2ccccc2)C(=O)N1c1ccccc1 | i | 61 | nt
Cc1[nH]c2ccc(OCc3ccccc3)cc2c1CCN | i | 49 | nt
CCC1(OC(=O)c2ccccc2)CC(C)N(C)CC1C (centres undefined) | i | 44 | nt
Cc1ccc(CN2CCCN(Cc3ccccc3C)S2(=O)=O)cc1 | i | 31 | nt
O=C(C(=C1N(Cc2ccc(Cl)nc2)CCN1Cc1ccc(Cl)nc1)[N+](=O)[O-])C(Cl)Cl | i | 21 | nt
OC(CC#CCN1CCCCCC1)(c1ccccc1)C1CCCC1 (centres undefined) | i | 10 | nt
CCOC(=O)C1(c2ccccc2)CCN(CCC(=O)Nc2ccc(F)cc2)CC1 | i | 17 | nt
CCC/C=N/O | i | 28 | nt
Oc1ccc(-[n+]2c(-c3ccccc3)cc(-c3ccccc3)cc2-c2ccccc2)cc1 | i | 34 | nt
CN1C(=O)CN=C(c2ccccc2Cl)c2cc(Br)ccc21 | i | 68 | nt
Cc1cc(OCC(=O)N2CCC(C(N)=O)CC2)c2c3c(c(=O)oc2c1)CCCC3 | i | 23 | nt

2 neighbouring compounds out of the list so far:
SMILES | T cell modulator | T cell modulator vesicle-bound % | b-catenin transl | others
CN1CCCN(C(=O)COc2ccc(Br)cc2)CC1 | i | 13 | nt
O=C1CC(=O)N(c2ccccc2)C(=O)N1c1ccccc1 | i | 61 | nt
